FLuc counter – counter-screen for miR-21 project: firefly luciferase inhibitors or activators; purified FLuc, Km substrates, luminescence inhibition; Potency, µM (doses to about 57.5 µM), inactives show top-dose activity change, negative = inhibition, most hits filed as inhibitors; 6.9% of 360,000 active;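 further: plate controls were vehicle for no effect and reference inhibitor for full effect; nearly all actives have a fitted effect of over 55% in size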
Target sequence (P08659 whole entry, looked up): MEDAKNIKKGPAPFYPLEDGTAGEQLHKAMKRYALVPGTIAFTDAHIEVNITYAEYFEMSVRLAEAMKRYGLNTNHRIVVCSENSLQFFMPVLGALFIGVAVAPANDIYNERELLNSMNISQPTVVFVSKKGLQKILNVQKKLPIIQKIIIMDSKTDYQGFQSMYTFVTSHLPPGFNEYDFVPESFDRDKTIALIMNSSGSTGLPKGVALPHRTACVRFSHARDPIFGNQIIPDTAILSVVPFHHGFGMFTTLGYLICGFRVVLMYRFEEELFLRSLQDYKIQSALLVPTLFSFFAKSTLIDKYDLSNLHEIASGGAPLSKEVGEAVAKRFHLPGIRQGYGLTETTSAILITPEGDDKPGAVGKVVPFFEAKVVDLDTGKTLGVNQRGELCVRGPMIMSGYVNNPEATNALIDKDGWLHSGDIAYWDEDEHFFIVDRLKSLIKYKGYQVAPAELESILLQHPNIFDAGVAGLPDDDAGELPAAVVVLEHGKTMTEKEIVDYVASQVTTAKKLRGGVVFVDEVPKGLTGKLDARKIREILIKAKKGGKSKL
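Purified P. pyralis luciferase, 10 nM final, with Km-level 10 uM D-luciferin and 10 uM ATP in 50 mM Tris acetate pH 7.5, 10 mM Mg acetate, 0.01% Tween-20, 0.05% BSA; 6-point qHTS titration about 60 µM downward; luminescence read.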
BRCA1 expr up – BRCA1 expression activation; MCF7-BRCA1-FFLuc reporter, luminescence, 48 h; response scale: scaled: vehicle 0%, 10 µM genistein 100%; AID 624202; Potency, µM (doses to about 46.1 µM), for inactives: top-dose activation, actives largely listed as activators; 1.1% of 380,000 active; further: nearly all actives have a fitted effect of over 80% in size; some results filed as inactive show a strong effect at the top dose
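Compounds are tested at multiple concentrations on MCF7 BRCA1-luciferase reporter cells seeded at 2000 per well; after 48 h, a single luminescence end-point is taken and curves fitted to the normalized data.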
uPA generation – cell surface uPA generation inhibition; cell surface uPA generation assay, qHTS; Potency, µM (doses to about 38.3 µM), inactives show at the highest dose activity change, negative = inhibition, usual class: inhibitors; 0.31% of 330,000 active; active means well fitted inhibition curve with a large enough effect; inconclusive means small, poorly fitted or top-dose-only effect; inactive means no such curve, though single readings can be large or run the other way; tested in mouse RAW 264.7 cells; further: on the % scale 0 is the no-effect control and ±100 the full control effect; nearly all actives have a fitted effect of over 55% in size
NPC1 prom act – activates the NPC1 promoter. 2.4% of 320,000 active. Potency, µM (top dose mostly 9.22 µM), for the others: top-dose activation, most hits filed as activators. Huh7 NPC1 promoter luciferase reporter, 24 h;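 further: % of control where 0% means no effect; nearly all actives have a fitted effect of over 60% in size; reporter is driven by a mutant NPC1 promoter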
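Huh7 cells stably carrying NPC1 promoter–luciferase, plated in Opti-MEM with 10% FBS for 2 h, were exposed to compound in DMSO for 24 h at 37 °C; luciferase reagent was added for 10 min and luminescence read.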
ELG1 genotoxic – genotoxicity induction in ELG1-luciferase HEK293T cells; 1.3% of 330,000 active; Potency, µM (doses to about 46 µM), for the others: at the top dose activity change, positive = activation, usual class: activators; HEK293T ELG1-luciferase reporter, luminescence, 16 h; further: % of control where 0% means no effect; nearly all actives have a fitted effect of over 60% in size
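ELG1-luciferase HEK293T cells, 2,000/well; compound pinned in; 16 hr, 37 °C, 5% CO2; ONE-Glo, 30 min RT; luminescence on CCD imager.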
Rab9 prom act – activates the Rab9 promoter | Huh7 Rab9 promoter-luciferase reporter, luminescence, 24 h | Potency, µM (series often up to 9.22 µM), without a hit: at the highest dose activation, negative = inhibition, hits mostly activators | 2.8% of 320,000 active; further: % of control where 0% means no effect; nearly all actives have a fitted effect of over 60% in size
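Cells were plated at 1500 per well in reduced-serum medium with 10% FBS and left 2 h. Compound in DMSO was then added for 24 h at 37 °C. Reporter signal was read by luminescence after 10 min with luciferase detection reagent.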
p53 reactivator – re-activators of mutant p53; 0.063% of 320,000 active; H1299 p53-A138V BP100-luciferase reporter, luminescence, 24 h; Potency, µM (titrated, usually from 92.2 µM), inactives show top-dose activity change, positive = activation, usual class: activators; further: % of control where 0% means no effect; nearly all actives have a fitted effect of over 45% in size
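p53-null H1299 cells stably carrying temperature-sensitive p53-A138V and a BP100-luciferase reporter were pinned with compounds (4-point, 1:5 series) and held 24 hrs at 37 deg C. Luminescence was read 10 min after detection reagent.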
RORgamma inh – inhibitors of mouse ROR gamma transcriptional activity; P51450; Drosophila S2 Gal4-RORgamma UAS-luciferase reporter, 20 h; Potency, µM (titrated, usually from 53.6 µM), for inactives: top-dose activity change, negative = inhibition, actives largely listed as inhibitors; 5.4% of 310,000 active; AID 2551; further: on the % scale 0 is the no-effect control and ±100 the full control effect; nearly all actives have a fitted effect of over 60% in size
Target sequence (P51450 whole entry, looked up, the tested form may be a part): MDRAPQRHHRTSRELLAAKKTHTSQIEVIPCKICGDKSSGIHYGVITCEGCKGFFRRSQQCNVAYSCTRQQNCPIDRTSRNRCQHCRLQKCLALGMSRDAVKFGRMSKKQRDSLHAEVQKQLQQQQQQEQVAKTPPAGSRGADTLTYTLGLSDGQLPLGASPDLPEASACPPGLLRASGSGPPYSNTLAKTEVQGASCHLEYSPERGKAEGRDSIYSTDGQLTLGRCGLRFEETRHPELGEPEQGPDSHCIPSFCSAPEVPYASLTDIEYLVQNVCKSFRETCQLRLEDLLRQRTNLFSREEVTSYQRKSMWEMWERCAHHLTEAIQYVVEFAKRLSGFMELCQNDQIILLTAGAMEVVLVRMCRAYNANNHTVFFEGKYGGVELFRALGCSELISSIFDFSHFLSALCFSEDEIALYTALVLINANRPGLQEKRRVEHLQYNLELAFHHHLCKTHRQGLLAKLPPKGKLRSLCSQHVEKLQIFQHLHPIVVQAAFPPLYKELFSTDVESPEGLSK
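A Gal4/UAS one-hybrid system in insect cells: metallothionein-promoter Gal4–ROR gamma fusion plus Photinus luciferase reporter. Copper sulfate 700 uM final, 20 hr ambient incubation, luminescent detection after 10 min with reagent.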
MLL CXXC-DNA inh – MLL CXXC-DNA interaction inhibition. Potency, µM (series often up to 115 µM), without a hit: at the top dose activity change, negative = inhibition, hits mostly inhibitors. MLL-CXXC / FITC-HOXA9 DNA fluorescence polarization. Q03164. 0.037% of 290,000 active; active means well fitted inhibition curve with a large enough effect in the polarisation, with a control signal flat, not every such curve was filed as active; inconclusive means small, poorly fitted or top-dose-only effect, or effect the other way, or a change in a side signal; inactive means no such curve, though single readings can be large or run the other way; the % refers to the polarisation
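Purified MLL-CXXC (added from a 7 uM solution) was preincubated 5 min at ambient with pinned compounds in 50 mM Tris-HCl pH 7.5, 50 mM NaCl, 1 mM DTT, 0.05% BSA. Fluorescein-labeled HOX-A9 DNA (50 nM solution) followed, 30 min, then polarization read.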
MBNL1 CUG block – inhibitors of human MBNL1 binding to CUG repeat RNA | Q9NR56 | TR-FRET MBNL1-His/biotin-(CUG)12 binding, 665/545 ratio | Potency, µM (doses to about 57.5 µM), for the others: at the highest dose activity change, negative = inhibition, hits mostly inhibitors | 0.036% of 280,000 active | AID 2675; active means well fitted inhibition curve with a large enough effect in the signal ratio, with a control signal flat, not every such curve was filed as active; inconclusive means small, poorly fitted or top-dose-only effect, or effect the other way, or a change in a side signal; inactive means no such curve, though single readings can be large or run the other way; the % refers to the signal ratio; further: on the % scale 0 is the no-effect control and ±100 the full control effect
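Compounds (final 92 nM to 58 uM) are added to His-tagged MBNL1 and biotin-(CUG)12, then terbium anti-His antibody and streptavidin-XL665 (5 nM final). After 60 min at room temperature, the 665/545 nm ratio is read.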
Gal4-VP16 FLuc – inhibits Gal4-VP16 luciferase reporter, ROR gamma counter-screen. Potency, µM (titrated, usually from 53.6 µM), without a hit: top-dose activity, negative = inhibition, most hits filed as inhibitors. 3.5% of 310,000 active. Drosophila S2 Gal4-VP16 UAS-luciferase, luminescence, 20 h;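 further: Gal4-VP16 expression switched on by copper sulfate through the metallothionein promoter; on the % scale 0 is the no-effect control and ±100 the full control effect; nearly all actives have a fitted effect of over 50% in size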
Starred values were filed as active, the others as inactive; ? = inconclusive; / = not tested or not shown; [ ] = dose if it differs, or a comment. Unless noted, the call rests on the fitted dose curve; in most records, active means well fitted curve in the direction sought with a large enough effect; inconclusive means small, poorly fitted or top-dose-only effect, or another doubt; inactive means no such curve, though single readings can be large; an effect the other way counts as inactive or inconclusive. Potency means the concentration at half of the fitted maximal effect.

SMILES	FLuc counter	BRCA1 expr up	uPA generation	NPC1 prom act	ELG1 genotoxic	Rab9 prom act	p53 reactivator	RORgamma inh	MLL CXXC-DNA inh	MBNL1 CUG block	Gal4-VP16 FLuc
O=C(Nc1ccc(N2CCN(C(=O)c3ccco3)CC2)cc1)c1ccc([N+](=O)[O-])cc1Cl	6%	-24%	-5%	0%	-7%	-2%	-20%	1%	4%	?	-11%
COc1ccc(N(CC(=O)NN=C2CCCCCCC2)S(=O)(=O)c2ccccc2)cc1	0%	-2%	1%	-1%	0%	7%	3%	-42%	-12%	-11%	?
COc1ccc(C(N)c2nccc3cc(OC)c(OC)cc23)cc1OC (stereo not given)	-9%	-26%	8%	-8%	-5%	-6%	7%	-5%	2%	?	-1%
CCOc1cc(C(=S)N2CCOCC2)ccc1OS(=O)(=O)c1ccc(Br)cc1	3%	-23%	-10%	-4%	-9%	-2%	/	?	-2%	-3%	3%
CCCc1cc(=O)n2[nH]c(-c3ccccc3)cc2n1	17µM*	53%	1%	4µM*	?	2.8µM*	?	41%	2%	-5%	?
COC(C[C@H](O)[C@@H](C)[C@H](O)COCc1ccccc1)OC	3%	16%	-4%	-2%	4%	-2%	1%	-6%	0%	-7%	-8%
Cc1ccc(C(=O)N2CCN(C)CC2)cc1S(=O)(=O)N1CCCCCC1	7%	4%	-1%	-6%	9%	0%	12%	-1%	-6%	-1%	4%
O=C(NCc1ccccc1)/C(=C\c1ccc(O)cc1)NC(=O)c1ccco1	3%	11%	-18%	2%	1%	0%	-2%	-2%	-22%	8%	5%
O=[N+]([O-])c1ccccc1S(=O)(=O)N1CCN(c2ccc(F)cc2)CC1	-3%	12%	4%	1%	-2%	-3%	2%	30%	-2%	4%	-2%
Cc1cccc(OCC(O)Cn2c(N3CCCCC3)nc3c2c(=O)n(C)c(=O)n3C)c1 (stereo not given)	-1%	-17%	1%	-5%	-8%	2%	-1%	15%	1%	-3%	-3%
COc1ccccc1C(=O)Oc1cc(C)[nH]c(=O)c1[N+](=O)[O-]	4%	0%	-5%	-3%	8%	-12%	-4%	-2%	10%	-17%	3%
CCOC(=O)C1(CC2CCCCO2)CCN(Cc2nc(-c3cccs3)oc2C)CC1 (stereo not given)	1%	-3%	-25%	-5%	-8%	-3%	-1%	-10%	-5%	-1%	5%
CCn1nc(NC(=O)c2cccnc2)c2cc3ccccc3nc21	-5%	-17%	/	-4%	-1%	-5%	-3%	14%	7%	?	1%
Cc1ccc(Oc2c(C=O)c3ccccc3n2C)cc1	4%	15%	-6%	-1%	-4%	-4%	4%	6%	-6%	7%	4%
COc1ccccc1N(Cc1ccccc1)S(=O)(=O)c1cccc(C(=O)Nc2ccccn2)c1	-7%	1%	-5%	0%	-12%	11%	?	?	4%	5%	?

Records listed above printed as active in Rab9 prom act.
SMILES	uPA generation	NPC1 prom act	Rab9 prom act	p53 reactivator	MLL CXXC-DNA inh	MBNL1 CUG block
CCCc1cc(=O)n2[nH]c(-c3ccccc3)cc2n1	1%	4µM*	2.8µM*	?	2%	-5%

The list goes on:
SMILES	FLuc counter	BRCA1 expr up	uPA generation	NPC1 prom act	ELG1 genotoxic	Rab9 prom act	p53 reactivator	RORgamma inh	MLL CXXC-DNA inh	MBNL1 CUG block	Gal4-VP16 FLuc
CCOCCCNC(=O)C1CCC(CNS(=O)(=O)c2ccc(OC)cc2)CC1 (stereo not given)	-2%	3%	5%	-3%	1%	-4%	-2%	34%	-4%	0%	2%
COc1ccccc1-c1ocnc1C(=O)Nc1ccc(N2CCOCC2)cc1N1CCOCC1	-1%	-19%	19%	6%	6%	2%	-11%	1%	-10%	1%	-12%
CC(C)Sc1nc2c(c(=O)[nH]c(=O)n2C)n1CCc1ccccc1	6%	-17%	-6%	1%	-3%	2%	-3%	-23%	-4%	10%	-1%
Cn1c(-c2cc(Cl)ccc2O)nc2c1c(=O)[nH]c(=O)n2Cc1ccccc1	-4%	-50%	3%	-2%	6%	-5%	-6%	29%	3%	-3%	-13%
COc1ccc(NC2CCCN(C(=O)CCN3CCCO3)C2)cc1 (stereo not given)	5%	4%	1%	-2%	2%	-5%	8%	-9%	-1%	3%	0%
COc1ccc(N2CCN(CC(=O)Nc3cc(C)cc(C)c3)CC2)cc1	5%	-12%	?	-5%	-4%	-6%	/	35%[1.91 µM]	0%	-13%	-6%
O=C1CCCC2=C1C(c1ccncc1)c1c(nc(SCc3ccccc3Cl)[nH]c1=O)N2 (stereo not given)	8%	-40%	-2%	0%	0%	1%	-6%	-13%	-15%	-6%	-11%
Cc1ccc(C)c2nc(SCC(=O)NCc3cccs3)c(C#N)cc12	-2%	0%	13%	1%	0%	0%	-3%	0%	14%	168%[activator]	-1%
C/C(=N\NC(=O)c1ccccc1)c1ccc(C)c([N+](=O)[O-])c1	?	?	-1%	12%	?	2%	?	6%	5%	31%[activator]	?
O=C(Nc1nnc(C2=COCCO2)o1)c1ccc(Br)cc1	1%	/	/	-1%	-9%	5%	-27%	0.79µM*	4%	3%	0.5µM*
Cn1cc(C(=O)N/N=C/C(Br)=C\c2ccccc2)ccc1=O	?	-73%	-6%	-7%	14%	11%	-8%	?	0%	28%	4%
CCOc1ccc(-c2nnc(-c3ccc(OC)cc3)o2)cc1	?	51%	-1%	10%	2%	19%	4%	-14%	6%	?	?
Cc1sc2nc(CN3CCCCC3)nc(N3CCN(C(=O)c4ccco4)CC3)c2c1C	-3%	-12%	-13%	-2%	-2%	-4%	-3%	-5%	-1%	/	-11%
Cc1ccc(NC(=O)C2CCN(S(=O)(=O)c3ccc4[nH]c(=O)ccc4c3)CC2)c(C)c1	1%	-3%	6%	-2%	1%	4%	/	22%	/	-5%	9%
O=C(COc1ccccc1Cc1ccccc1)Nc1cccc(S(=O)(=O)N2CCOCC2)c1	1%	-31%	-1%	-4%	-6%	-2%	-1%	/	/	/	/
CN(C)S(=O)(=O)N1CCN(S(=O)(=O)N(C)C)CC1	0%	2%	4%	1%	8%	2%	3%	6%	3%	1%	3%
Cc1ccc(S(=O)(=O)N2c3ccccc3OCC2c2ccccc2)cc1 (stereo not given)	1%	-77%	-17%	-10%	-5%	-2%	4%	115%	3%	-3%	?
Cc1cc([N+](=O)[O-])ccc1NC(=O)C(C)N1CCN(c2ccccn2)CC1 (stereo not given)	0%	-12%	/	-1%	-10%	-7%	-4%	14%	21%	?	8%
Cc1nc2scc(C)n2c(=O)c1S(=O)(=O)NC(C)c1ccccc1 (stereo not given)	0%	6%	3%	-2%	3%	3%	-1%	-4%	4%	-11%	-1%
CC(C)COC(=O)NCC12C=CC(O1)C1C(=O)N(c3ccc(Cl)cc3)C(=O)C12 (stereo not given)	4%	-1%	6%	-5%	-3%	-2%	0%	4µM*	1%	-4%	20µM*
O=C(CCC1CCCN(c2ncccn2)C1)NCc1ccc(F)c(F)c1 (stereo not given)	1%	-4%	-5%	-3%	-1%	-3%	-3%	19%	-4%	2%	-7%
Cc1noc(C)c1CSc1ccc2ccccc2n1	?	0%	-9%	-4%	11%	-3%	6%	?	-2%	-6%	-5%
O=C(CSc1ccc2ccccc2n1)c1ccc2c(c1)OCO2	?	?	-2%	16%	21µM*	16%	11%	34%	14%	3%	-6%
O=C(Cn1c(-c2ccccn2)nc2ccccc21)N/N=C/c1ccccn1	-4%	-3%	?	4%	-2%	-1%	-5%	-8%	-1%	8%	-3%
COc1ccc(NS(=O)(=O)c2cccc(C(=O)Nc3ccccc3C(=O)O)c2)cc1	-14%	-19%	14%	1%	-4%	3%	26%	12%	-26%	-9%	-6%
Cc1nn(CC(=O)Nc2ccc(F)cc2)c(=O)c2ccccc12	0%	-13%	-15%	5%	3%	-6%	-2%	7%	53%[activator]	-5%	2%
COC(=O)c1cccc(NC(=O)Cc2nc(-c3ccccc3)sc2-c2ccc(C)cc2)c1	-1%	-38%	0%	-7%	-3%	6%	5%	?	15%	/	-11%

Only part of the results is shown; the hit share may differ from the screen's.
